12-LOX inh: ALOX12 (human) lipoxygenase inhibition | Potency, µM (highest dose often 108 µM), for the others: at the highest dose activity change, negative = inhibition, most hits filed as inhibitors | P18054 | purified 12hLO, xylenol orange hydroperoxide absorbance | actives 1.1% (n = 580,000); active = well fitted inhibition curve with a large enough effect; inconclusive = small, poorly fitted or top-dose-only effect, or another doubt; inactive = no such curve, though single readings can be large or run the other way
Target sequence (P18054 whole entry, looked up): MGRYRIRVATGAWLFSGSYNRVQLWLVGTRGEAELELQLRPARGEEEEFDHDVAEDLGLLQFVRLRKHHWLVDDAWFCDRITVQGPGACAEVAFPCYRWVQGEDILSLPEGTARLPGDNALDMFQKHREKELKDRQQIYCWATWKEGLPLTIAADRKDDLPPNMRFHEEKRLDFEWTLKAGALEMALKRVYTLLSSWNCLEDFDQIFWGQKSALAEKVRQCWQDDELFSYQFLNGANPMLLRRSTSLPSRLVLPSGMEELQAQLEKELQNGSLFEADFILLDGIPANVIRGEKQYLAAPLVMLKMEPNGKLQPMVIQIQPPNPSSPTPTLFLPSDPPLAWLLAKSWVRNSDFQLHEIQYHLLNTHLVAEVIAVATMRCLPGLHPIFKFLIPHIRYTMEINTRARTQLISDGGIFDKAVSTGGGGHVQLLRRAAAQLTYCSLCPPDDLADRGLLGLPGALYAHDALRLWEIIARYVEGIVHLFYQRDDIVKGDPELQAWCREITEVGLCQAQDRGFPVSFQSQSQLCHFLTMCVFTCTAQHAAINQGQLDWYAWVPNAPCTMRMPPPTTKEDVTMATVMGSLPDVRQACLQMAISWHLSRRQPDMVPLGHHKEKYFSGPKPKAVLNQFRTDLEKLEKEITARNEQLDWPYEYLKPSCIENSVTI
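Purified human 12hLO at 150 nM in 25 mM Hepes, 0.01% Triton X-100, pH 7.0, preincubated 15 min at room temperature with compound. Reaction started with 40 uM arachidonic acid, 30 min at room temperature. Hydroperoxide measured by Fe-xylenol orange, 573/405 nm absorbance ratio.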
An asterisk follows results filed as active; ? = inconclusive; & = joins results of further samples; [ ] = remark or other dose. % is scaled to controls: 0 for no effect and ±100 for the full control effect; potency is read from the fitted curve at half-maximal effect. Some of the compounds tested. The share of hits here may be higher or lower than overall.

Structure	12-LOX inh
CC(=O)N[C@H](C)c1c(-c2ccc(F)cc2)noc1C(=O)O	-2%[176 µM]
O=C1OCCCN1CCNC(=O)[C@@]12CNC[C@@H]1CN(Cc1ccccc1)C2	9%
COC(=O)C1=C(C)N(Cc2ccccc2C(F)(F)F)C(=NCc2ccc(OC)cc2)NC1c1cccc(F)c1 (stereo not drawn)	-18%
CC(C)C[C@@H](COCc1ccc([N+](=O)[O-])cc1)N1CCN(C(=O)c2ccc(C(F)(F)F)cc2)CCC1=O	?
O=C(Cc1ccsc1)N1CCc2n[nH]c(=O)n2CC1	12%
Cc1ccnc(NC(=O)COc2ccc3c(=O)c(Oc4ccccc4)c(C)oc3c2)c1	1%
CCOC1=C2CN(S(=O)(=O)c3ccc(C)cc3)[C@H](c3ccccc3)C[C@@H]2N(S(=O)(=O)c2ccccc2C)[C@H](c2ccccc2)C1	-1%
CC(=O)N[C@@H]1Cc2ccccc2[C@H]1NC(=O)CCc1cc2n(n1)CCCNC2	?
O=C(NC1CCCCC1)c1ccc2ccccc2n1	1%
CCN(Cc1ccc(OC)c(OC)c1)C(=O)c1cc2ccccc2oc1=O	-26%
CC1(C(=O)NS(=O)(=O)c2ccc(Cl)cc2)CCN1C(=O)C1(c2ccc(Cl)cc2)CC1 (stereo not drawn)	-55%
O=C(NC1CCCCCC1)c1ccc(Cn2cnc3ccccc3c2=O)cc1	0%
CCNc1nc(-c2[nH]c(C)c(C(=O)OC)c2C)cs1	?
CN(C)c1ccc(CN2CCC3(CC2)NC(=O)c2ccccc2O3)cc1	1%[176 µM]
Cc1cccc(OCC(O)Cn2cnc3c2c(=O)n(C)c(=O)n3C)c1 (stereo not drawn)	?
CN(C)Cc1ccc(-c2cc3c(ccn3Cc3ccncc3)c(N3CCOCC3)n2)cc1	6%[176 µM]
Brc1cccc(Oc2nc(-c3ccncc3)nc3ccccc23)c1	-1%
CC(C)(CC(=O)O)CC(=O)N[C@H]1C[C@H]2C(=O)Nc3ccc(/C=C/c4ccccc4)cc3C(=O)N2C1	19%
Cn1nc(C(C)(C)C)cc1NC(=O)c1ccc(Cl)c(Cl)c1	?
O=C(Nc1ccc(Cl)c(Cl)c1)c1ccc2ccccc2n1	?
CCOC(=O)N(C)Cc1cn([C@@H]2CN[C@H](C(=O)N(CC)CC)C2)nn1	48%
O=S1(=O)N[C@H](Cc2ccccc2)COc2cccc(F)c21	1%
Cc1c(-c2ccccc2F)[nH]c2ccc(CNC(=O)CCc3cc(=O)[nH]o3)cc12	24%
CN(C)C(=O)C1CN(C(=O)CC2CCCCC2)CC12CCOCC2 (stereo not drawn)	20%
COCCN(CCOC)C(=O)C1CCc2ncc(-c3ccc(F)cc3)n2C1 (stereo not drawn)	48%[activator]
CCc1nc(C#N)c(NCC(c2ccccc2)N2CCOCC2)o1 (stereo not drawn)	-4%
O=C(NC[C@H]1O[C@@H](CC(=O)N2CCc3ccccc32)[C@H](O)[C@@H]1O)C1CC1	?
COc1ccc(CCNC(=O)CSCc2cnn(-c3ccccc3)c2-n2cccc2)cc1OC	-9%
CC(=O)N1CC2(CCCN2Cc2ccc(Cl)cc2)Cc2ccccc21 (stereo not drawn)	?
CC(C)N1C[C@H](O)C[C@H]1c1nnc2n1CCN(C(=O)CCc1ccccc1)CC2	43%[activator]
CCOC(=O)C1(C)CCCN1C(=O)c1ccc(C(F)(F)F)nc1C (stereo not drawn)	-8%
Cc1cc(C)cc(CC(=O)N2CCC2(C)C(=O)NS(=O)(=O)c2cc(C)ccc2F)c1 (stereo not drawn)	-2%
CC(=O)Nc1cccc(-c2ccnc3c2CC(C)(C(=O)NCc2ccc(F)c(F)c2)O3)c1 (stereo not drawn)	12%
O=C([C@@H]1C[C@H](Oc2ccccc2)CN1C(=O)CN1CCOCC1)N1CCOCC1	29%
CCOC(=O)N1CCc2c(sc3c2C(=O)NC(c2cccc4ccccc24)N3)C1 (stereo not drawn)	?
CC(C)C(=O)N1CCCC1(C)C(=O)NCc1ccc(Cl)cc1 (stereo not drawn)	-34%
N#Cc1ccc(C(=O)NC2CCC(C(F)(F)F)CC2)cc1 (stereo not drawn)	-28%
CN1CCN(C(=O)C[C@H]2C[C@H]3c4cc(NC(=O)NC5CCCCC5)ccc4O[C@H]3[C@@H](CO)O2)CC1	-15%
COc1ccccc1OCCNc1nc(-c2cccnc2)nc2ccccc12	-2%
CCCOC(=O)c1c(-c2ccc(C)cc2)csc1NC(=O)c1ccoc1C	?
COC(=O)C1=CN(c2cccc(OCc3ccccc3)c2)C(N)=C(C#N)C1c1ccccc1 (stereo not drawn)	3%
CCn1nccc1C(=O)NCC1Cn2cccc2C(=O)N1C (stereo not drawn)	13%
COc1ccc(C2Cn3nnc(-c4noc(-c5ccccc5Cl)n4)c3CO2)cc1 (stereo not drawn)	7%
CCOc1ccccc1NC(=O)N1CCC(n2c(C)cnc2-c2cccnc2)CC1	-1%
Cc1ccc(CN2CCC3(CC2)CC(c2cccnc2)=NO3)cc1	62%&48%[activator][176 µM]
CCNC(=O)N1Cc2[nH]cnc2C[C@H]1c1nc(-c2ccc(OC(F)(F)F)cc2)no1	?
CCOc1ccc(CC(=O)N2C[C@@H](COC)[C@H](c3nc(C)no3)C2)cc1	40%[activator]
CC1CCCCC1NC(=O)CN(C)Cc1ccc(C(F)(F)F)cc1 (stereo not drawn)	0%
CCOc1ccc(C(=O)/C=C/c2ccccc2)cc1	-23%
Cc1ccc(C(=O)c2ccc(C)c(C)c2)cc1C	3%

Gathered by group, the compounds so far with an NH in an aromatic ring
Structure	12-LOX inh
O=C(Cc1ccsc1)N1CCc2n[nH]c(=O)n2CC1	12%
CCNc1nc(-c2[nH]c(C)c(C(=O)OC)c2C)cs1	?
Cc1c(-c2ccccc2F)[nH]c2ccc(CNC(=O)CCc3cc(=O)[nH]o3)cc12	24%
CCNC(=O)N1Cc2[nH]cnc2C[C@H]1c1nc(-c2ccc(OC(F)(F)F)cc2)no1	?

Sorted by molecular weight (low to high): three of the compounds above
Structure	12-LOX inh
CC(=O)N[C@H](C)c1c(-c2ccc(F)cc2)noc1C(=O)O	-2%[176 µM]
Cc1cccc(OCC(O)Cn2cnc3c2c(=O)n(C)c(=O)n3C)c1 (stereo not drawn)	?
COCCN(CCOC)C(=O)C1CCc2ncc(-c3ccc(F)cc3)n2C1 (stereo not drawn)	48%[activator]

Continuation.
Structure	12-LOX inh
CN1[C@@H](CCC(=O)NCc2ccc(F)cc2)CNC(=O)[C@@H]2[C@H]1CCN2Cc1cccs1	34%
c1ccc(-c2[nH]ncc2CN2CCCC(N3CCN(c4ccccc4)CC3)C2)cc1 (stereo not drawn)	60%[activator]
NC(=S)NN=Cc1ccc(OC(=O)COc2cc(Cl)c(Cl)cc2Cl)cn1	-9%
O=C1Nc2ccccc2C1(O)c1c[nH]c2ccccc12 (stereo not drawn)	4%
COc1cc(NC(=O)C2=C(C)OCCS2)c(Cl)cc1C(=O)NCc1cccnc1	54%[activator]
COc1cccc(NC(=O)[C@H](C)n2c(=O)[nH]c3ccccc3c2=O)c1	-14%
CC(O)(c1cccc(F)c1)c1nc(-c2cccc(C#N)c2)cs1 (stereo not drawn)	-24%
COc1ccc(-c2cc(N3CCCC(NC(=O)c4ccc(C#N)cc4)C3)n[nH]2)cc1 (stereo not drawn)	26%
O=C(COc1ccc(Cl)cc1Cl)c1ccc2ccccc2c1	13%
O=S(=O)(Nc1cccc2c1CCCC2)c1ccccc1Cl	131%[activator]
CSc1ccc(C(C)NC(=O)c2ccccc2F)cc1 (stereo not drawn)	-7%
CCOc1ccc(NC(=O)c2ccc3c(c2)N(CC)C2CCCCN2C3=O)cc1 (stereo not drawn)	41%[activator]
COc1cccc2cc(S(=O)(=O)N3CCCCC3)c(=O)oc12	13%
Cc1ccccc1C(=O)N[C@@H]1CN(S(C)(=O)=O)C[C@H]1CN(C)C	12%
CNC(=O)N1CCC(C2CCN(Cc3ccc(Br)o3)C2)CC1 (stereo not drawn)	17%
CC(C)c1ccccc1OCC(=O)NC1CCc2ccccc21 (stereo not drawn)	-11%
O=C(CCc1ccccc1)N(Cc1ccco1)C1CC1	0%
OCC1CN(C2CCC2)CC12CCN(Cc1cc(F)c(F)c(F)c1)CC2 (stereo not drawn)	11%
CCCCN1CC(N2CCN(Cc3ccccc3)CC2)CS1(=O)=O (stereo not drawn)	?
CC1CCCN(CCCNC(=O)c2cc3c(s2)CN(C2CCCC2)C3)C1 (stereo not drawn)	15%
COc1ccc(C2CC(=O)NC(SCC(=O)Nc3c(C)cccc3C)=C2C#N)cc1OC (stereo not drawn)	-4%
COc1ccc(C(NC(=O)C2CCN(Cc3cc(OC)cc(OC)c3)CC2)c2ccccn2)cc1 (stereo not drawn)	0%
CCS(=O)(=O)N1C[C@@H](Oc2cccnc2)C[C@H]1C(=O)N1CCOCC1	17%
CC(=O)N1CCC(C2CCN(Cc3ccc(C)cn3)C2)CC1 (stereo not drawn)	128%[activator]
CCCS(=O)(=O)N1CCCC1c1noc(COc2ccc(C)cc2)n1 (stereo not drawn)	42%[activator]

Entries above that have a COOH group:
Structure	12-LOX inh
CC(=O)N[C@H](C)c1c(-c2ccc(F)cc2)noc1C(=O)O	-2%[176 µM]
CC(C)(CC(=O)O)CC(=O)N[C@H]1C[C@H]2C(=O)Nc3ccc(/C=C/c4ccccc4)cc3C(=O)N2C1	19%

Further entries
smiles | 12-LOX inh
O=C(c1nccc2ccccc12)N1CCC(N2C(=O)C(OCC3CC3)C23CCCCC3)CC1 (stereo not drawn) | 18%
O=C(NNC(=S)Nc1ccccc1)c1ccc(-c2ccccc2)cc1 | ?
O=S(=O)(Cc1ccccc1)NCc1cccc(CNS(=O)(=O)Cc2ccccc2)c1 | 35µM*
COC(=O)C[C@@H]1CC[C@H](NC(=O)c2cnccn2)[C@@H](CO)O1 | ?
COc1ccc2c(c1)CC/C(=C\c1ccc(Br)o1)C2=O | 22µM*
Cc1ccc(C2Cn3nnc(-c4nc(-c5ccccc5C)no4)c3CO2)c(C)c1 (stereo not drawn) | 28%
CCOC(=O)c1sc2cccc(F)c2c1COC(=O)c1ccoc1C | ?
O=c1n(CC2CC2)c2cccnc2n1[C@H]1CCCN(S(=O)(=O)c2cccnc2)C1 | 7%
CCn1nccc1C(=O)N1CC2CC(C1)[C@H]1CCCC(=O)N1C2 (stereo partly drawn) | 36%[activator]
NC(=O)[C@@H]1CN(C(=O)CCn2cccn2)C[C@H]1COc1ccccc1 | 48%[activator]
O=C(c1ccccn1)N1CCC2(CC1)C(=O)Nc1ccccc12 | ?
Cc1cc(=O)n(CC(=O)Nc2cccc(F)c2)c(N2CCc3ccccc3C2)n1 | -25%
C=CCNC(=O)CCc1c(C)nn(-c2ccccc2)c1Oc1ccc(F)cc1F | -4%
COCC(=O)N1CC[C@@H](CC(=O)O)[C@@H](CCN2CCN(c3cccc(C(F)(F)F)c3)CC2)C1 | 11%
CN(C)CCN(C)C(=O)c1ccc2c(c1)NC(C)(CCCCc1ccccc1)CO2 (stereo not drawn) | -4%[176 µM]
CCOC(=O)c1ccc(NC(=O)Cn2nc(C)n3cccc3c2=O)cc1 | -2%
C#CCN1CC(N(C)CCOC(=O)c2cc(C)cc(C)c2)CS1(=O)=O (stereo not drawn) | 14%
CN(CC(=O)N(C)c1ccccc1C(=O)NCc1ccco1)Cc1nc2ccccc2s1 | -6%
COc1ccc(S(=O)(=O)N(C)C[C@@H]2OCc3cnnn3CCCC(=O)N([C@H](C)CO)C[C@@H]2C)cc1 | -29%
Cc1ccsc1CN1CCC2(CC1)CC(CC(=O)NCc1ccncc1)CCO2 (stereo not drawn) | 87%[activator]
CN1[C@@H](CCC(=O)N2CCC(O)CC2)CNC(=O)[C@@H]2[C@H]1CCN2Cc1ccc(S(C)(=O)=O)cc1 | -7%
COC(=O)c1ccc(CNC(=O)c2cccc(CS(C)=O)c2)cc1 (stereo not drawn) | -6%
N#Cc1cccc(NC(=O)CCCCCCCC(=O)Nc2cccc(C#N)c2)c1 | 0%
O=C(NC(Nc1cccc(C(F)(F)F)c1)C(=O)c1ccccc1)c1ccc(Cl)cc1 (stereo not drawn) | -12%
Cc1noc(C)c1CCC(=O)NC1CC(=O)N(CC2CCCCC2)C1 (stereo not drawn) | 12%
C/C(NCCc1ccccc1)=C1/CCOC1=O | -6%
CC(O)CNc1ccc(-c2nc(CCCc3ccccc3)no2)cn1 (stereo not drawn) | 66%[activator]
CN(CC(=O)NC(=O)NCc1ccccc1)CC(=O)Nc1ccc(Cl)cc1 | ?
COc1ccc(O)c(CN2CCC(CO)(Cc3ccccc3Cl)CC2)c1 | ?
O=C([C@@H]1C[C@H](Oc2cccnc2)CN1C(=O)Cc1ccccc1)N1CCCC1 | 16%
CC(=O)c1cccc(NC(=O)Cn2cnnc2C#N)c1 | -8%
Cn1cc(C(=O)Nc2ccc3c(c2)C(=O)N2CCC[C@H]2C(=O)N3)c2ccccc21 | 0%
CC(C)c1ccc(-n2nnnc2SCc2nc3ccccc3[nH]2)cc1 | 2%
CN(C)c1cc(N2CCCC(NC(=O)c3ccc(C#N)cc3)C2)ncn1 (stereo not drawn) | 19%
Cc1ccc2c(c1)NC(=O)C2(O)C(F)(F)F (stereo not drawn) | 0%
O=C1Nc2cnccc2C2(CCN(C(=O)c3ccccc3)C2)O1 (stereo not drawn) | 47%[activator][176 µM]
CC(=O)Nc1ccc(S(=O)(=O)NC[C@@H]2C=C(C)[C@H](CC(=O)O)C[C@H]2C(C)C)cc1 | -5%[176 µM]
COc1cc(OC)cc(C(=O)/C(=C\c2ccncc2)c2nc3ccccc3o2)c1 | 28µM*

Bioassay records deposited in PubChem BioAssay by National Center for Advancing Translational Sciences (NCATS).
